# D2 potentiator = positive allosteric modulators of human D2 dopamine receptor; P14416; HEK293 T-REx D2, calcium flux, EC20 dopamine potentiation; potentiation, % at 10 µM; actives 0.34% (n = 340,000);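 active = potentiation over 3 SD above the plate norm, cut at about 30% in these data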; note: 0% is about no effect
#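 Tetracycline-induced Hek293 Trex D2 cells, force-coupled to calcium, loaded with no-wash calcium dye. Compound added with 180 s kinetic read for agonism, then EC20 dopamine and a further 180 s read for potentiation.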
# D1 agonist = activates the human D1 dopamine receptor. actives 1% (n = 360,000). activation, % at 2 µM. HEK293 T-REx D1 cells, calcium flux, agonist mode. AID 504660. P21728; in the data active = activation above about 30%; note: 0% is about no effect
#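 Inducible HEK293 T-REx D1 cells, force-coupled to calcium signalling, were plated at 4000 cells/well with tetracycline and held overnight at 30 C. After no-wash calcium dye loading, compound-evoked calcium rise over 180 s flagged agonists.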
# Vif-APOBEC3G blk = blocks the Vif interaction with human APOBEC3G | Potency, µM (highest dose often 46.1 µM), without a hit: top-dose activity, negative = active, actives largely listed as inhibitors | actives 0.076% (n = 410,000) | HeLa A3G-eYFP + Vif (tagged APOBEC3G with the HIV-1 protein that degrades it), YFP fluorescence, overnight | AID 602310;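 note: potency is the fitted concentration of half-maximal effect; % is set by controls: 0 for no effect and ±100 for the full control effect; nearly all actives have a fitted effect of over 60% in size; hits raise eYFP signal because A3G escapes Vif-driven loss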
#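 Read-out is eYFP fluorescence (Ex 488/Em 500-530) from Vif-expressing HeLa A3G-eYFP cells; more signal means A3G escaped Vif-mediated degradation. Cells plated overnight, compound pinned in, incubated overnight at 37 deg C.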
# LDHA block = blocks human lactate dehydrogenase A; actives 0.15% (n = 480,000); purified LDHA, NADH/diaphorase-resazurin fluorescence; hits give low values; P00338; activity change, % (values are at about 110 or 230 µM); in the data active = activity change below about -30%; inconclusive = mostly about -25% to -30%;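 note: plate controls were DMSO wells for no effect and wells without enzyme for full effect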
#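 Human LDH5 (2 nM) was incubated with 0.06 mM NADH and 0.2 mM pyruvate for 5 min at room temperature in Tris pH 7.4. Remaining NADH was coupled through diaphorase/resazurin, and resorufin fluorescence was read at 0 and 20 min.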
# RXFP1 agonist = RXFP1 (human) receptor agonism. Potency, µM (highest dose often 57.5 µM), for inactives: at the highest dose activation, usual class: activators. HEK293T-RXFP1 cAMP TR-FRET, 30 min; response scale: percent of porcine relaxin response, buffer zero. actives 0.3% (n = 370,000). AID 2676; note: potency is the fitted concentration of half-maximal effect; % is set by controls: 0 for no effect and ±100 for the full control effect; nearly all actives have a fitted effect of over 60% in size; many of its hits are not listed in these tables
# Target sequence (Q9HBX9 whole entry, looked up): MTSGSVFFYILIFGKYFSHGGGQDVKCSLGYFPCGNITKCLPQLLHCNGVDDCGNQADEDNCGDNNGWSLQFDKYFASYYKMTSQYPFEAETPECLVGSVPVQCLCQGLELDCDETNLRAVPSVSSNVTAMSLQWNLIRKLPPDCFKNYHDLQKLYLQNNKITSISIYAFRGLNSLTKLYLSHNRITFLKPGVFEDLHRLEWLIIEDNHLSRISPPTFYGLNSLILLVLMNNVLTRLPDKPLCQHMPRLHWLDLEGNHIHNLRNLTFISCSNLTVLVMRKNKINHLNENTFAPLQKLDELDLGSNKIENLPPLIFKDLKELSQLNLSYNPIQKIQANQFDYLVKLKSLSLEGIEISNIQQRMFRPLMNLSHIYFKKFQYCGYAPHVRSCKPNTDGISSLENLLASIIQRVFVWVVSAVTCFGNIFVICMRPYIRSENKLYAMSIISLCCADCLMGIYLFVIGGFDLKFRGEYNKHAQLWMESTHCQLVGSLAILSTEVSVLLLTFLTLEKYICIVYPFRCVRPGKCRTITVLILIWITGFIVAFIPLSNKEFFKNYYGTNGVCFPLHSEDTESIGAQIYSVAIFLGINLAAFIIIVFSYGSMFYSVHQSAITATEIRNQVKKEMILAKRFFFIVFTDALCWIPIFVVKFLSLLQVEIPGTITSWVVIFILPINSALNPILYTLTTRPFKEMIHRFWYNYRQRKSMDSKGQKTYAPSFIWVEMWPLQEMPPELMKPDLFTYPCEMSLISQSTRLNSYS
#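 Agonist response is measured as cAMP accumulation in an RXFP1-transfected HEK293T line under PDE4 inhibition. Values are scaled between buffer-only and 29 nM porcine relaxin, and EC50s come from standard Hill equation fits.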
# D1 PAM = enhances dopamine response at the human D1 receptor | HEK293 TREx D1 cells, calcium flux, dopamine EC20 potentiation | P21728 | potentiation, % at 10 µM | actives 0.036% (n = 360,000); in the data active = potentiation above about 30%; note: 0% is about no effect
# D1 antagonist = human D1 dopamine receptor antagonism; HEK293 TREx D1 cells, calcium flux, dopamine EC80; hits give low values; activity change, negative = inhibition, % at 10 µM; actives 3.2% (n = 360,000); AID 504652; in the data active = activity change below about -30%; note: % is set by controls: 0 for no effect and ±100 for the full control effect
#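 Using tetracycline-induced force-coupled D1 Hek293 cells and a calcium dye, signals were followed for 180 s after compound, then for 180 s after EC80 dopamine, to detect inhibitors.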
# Glioma ERSR ind = inducers of ER stress response in human glioma cells; Potency, µM, without a hit: at the top dose activation, actives largely listed as activators; U87-MG GRP78 promoter luciferase reporter, 16 h; actives 0.02% (n = 420,000); note: potency is the fitted concentration of half-maximal effect; series mostly up to about 76 µM; % of control where 0% means no effect; nearly all actives have a fitted effect of over 35% in size
#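 Stably transfected U87-MG human glioma cells carrying a GRP78-based luminescent sensor were seeded at 1000 cells/well, pin-dosed with compounds and incubated 16 h. Luciferase reagent was then added, and end-point luminescence was read after 10 min at room temperature.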
# Vif-A3F inh = Vif-A3F binding inhibition. HeLa A3F-eYFP + Vif (tagged APOBEC3F with the HIV-1 protein that degrades it), YFP fluorescence increase. Potency, µM (top dose mostly 46.1 µM), inactives show at the top dose activity, negative = active. actives 0.2% (n = 390,000). AID 602313; note: potency is the fitted concentration of half-maximal effect; % of control where 0% means no effect; nearly all actives have a fitted effect of over 65% in size
#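 HeLa cells stably expressing Vif plus C-terminally eYFP-tagged A3F were seeded, incubated overnight at 37 deg C, dosed with compound, incubated overnight again at 37 deg C. Yellow fluorescence (Ex 488/Em 500-530) reported blocked Vif-mediated A3F-eYFP degradation.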
# An asterisk follows results filed as active; ? = inconclusive; . = not tested or not shown; & = joins results of further samples. Unless noted, calls come from the whole dose curve; as a rule, active = well fitted curve in the direction sought with a large enough effect; inconclusive = small, poorly fitted or top-dose-only effect, or another doubt; inactive = no such curve, though single readings can be large; an effect the other way counts as inactive or inconclusive.
# Order of values – D2 potentiator	D1 agonist	Vif-APOBEC3G blk	LDHA block	RXFP1 agonist	D1 PAM	D1 antagonist	Glioma ERSR ind	Vif-A3F inh
CSc1ccc(CCNC(=O)c2ccc(CS(=O)Cc3ccccc3Cl)o2)cc1 (stereo not given)
→ -6	6	1%	-2	3.5%	1	-38*	0%	1%
OC1CCN(c2c3c(nc4cc(-c5ccc(Cl)cc5)nn24)CCC3)CC1
→ -2	-3	-10%	-2	3.8%	-8	-12	4%	4%
Cc1n[nH]c(C)c1N1C(=O)c2cccc3c(Br)ccc(c23)C1=O
→ .	0	4%	-5	-1.2%	1	4	-8%	-6%
Cc1nnc2ccc(-c3cccc(NS(=O)(=O)c4ccccc4[N+](=O)[O-])c3)nn12
→ 13	3	-18%	-3	25%	1	4	6%	4%
CN1CCOC(=O)/C1=N/Nc1cc(Cl)ccc1Cl
→ 18	1	-14%	-3	0.8%	5	-1	-2%	10%
CCc1ccc(CNC(=O)c2cnc3sc(N4CCCCCC4)nn3c2=O)cc1
→ 2	4	-7%	-7	-0.7%	-4	0	-2%	0%
COc1ccc(/C=C(\NC(=O)c2ccccc2)C(=O)N/N=C/c2ccncc2)cc1
→ .	.	-1%	-2	-0.2%	.	.	-5%	1%
CC[C@H](C)[C@H]1CNC(=O)C(=O)N1CC1CCN(CC2CCC(C)CC2)CC1 (stereo not given in full)
→ .	.	1%	-7	.	.	.	-3%	4%
COc1ccc(/C=N/NC(=O)CC(=O)N/N=C/c2ccc(OC)cc2)cc1
→ 4	3	-2%	-6	0.0%	-5	-9	-4%	4%
COc1ccc(C2C(C(=O)NCc3ccccc3)=C(C)Nc3ncnn32)cc1OC (stereo not given)
→ -11	1	-3%	1	-1.0%	-8	1	-1%	-10%
CCC(C)(C)NC(=O)C(c1ccc(C)cc1)N(Cc1cccs1)C(=O)c1ccc2c(c1)OCCO2 (stereo not given)
→ -5	6	1%	-2	2.0%	-6	-7	-3%	-6%
CCN(CC)CCCNC(=O)c1nn(-c2cccc(OC)c2)c(=O)c2ccccc12
→ -2	1	2%	-2	0.7%	-1	6	-5%	-2%
Cc1nc(N2CCN(Cc3ccccc3)CC2)nc2c1C(=O)CC(c1ccco1)C2 (stereo not given)
→ -7	1	2%	0	-0.6%	-3	-32*	-3%	-16%
Cc1c2c(nc3ccccc13)CCC(C(C)(C)C)C2 (stereo not given)
→ 8	2	1%	-2	-3.5%	23	15	1%	-19%
CCOc1ccccc1C1CC(=O)Nc2cc(OC)c(OC)cc21 (stereo not given)
→ 5	2	-6%	2	0.2%	-3	6	-4%	0%
O=C(NCc1ccccc1CN1CCCC1)c1ccc(S(=O)(=O)Nc2ccccc2F)cc1
→ .	.	-1%	0	.	.	.	1%	-8%
CC1(C)C(=O)OC(/C=C\c2cccc([N+](=O)[O-])c2)C(C)(C)C1=O (stereo not given)
→ -1	7	-5%	-8	2.8%	1	11	-2%	-15%
CCCN(CCC)C(=O)c1c(NC(=O)CC)sc2c1CCCCC2
→ 5	2	-16%	-1	1.5%	-2	16	-3%	-4%
COC(=O)c1ccc(CSc2nc3c(c(=O)[nH]2)CCC3)cc1
→ -2	-1	1%	-14&-3	0.3%	-2	-8	-4%	.
COC(=O)C1C(C(=O)OC)C1(c1ccccc1)c1ccccc1 (stereo not given)
→ 22	1	-10%	0	0.8%	-5	-6	-5%	3%
Cn1c(=O)c2c(-c3ccccc3)n(Cc3cccnc3)cc2n(C)c1=O
→ 7	1	0%	8	0.2%	-5	3	-2%	0%
COc1ccccc1-n1c(SCC(=O)O)nnc1-c1ccc(S(=O)(=O)N2CCCCC2)cc1
→ -6	2	1%	5	1.4%	-2	-4	-5%	-1%
COc1ccc(N2CCN(C3=CC(=O)N(c4cccc(Cl)c4)C3=O)CC2)cc1
→ -3	3	-3%	-9	-1.9%	-1	5	1%	0%
O=C(CP(=O)(c1ccccc1)c1ccccc1)Nc1nc2ccccc2s1
→ 4	1	-7%	-10	-0.3%	-1	-13	-1%	-28%
Cn1c(NCc2ccccc2Cl)nc2ccccc21
→ .	.	-7%	-6	.	.	.	2%	-10%
Cc1cccc(CSc2ncnc3nc[nH]c23)c1
→ 0	-1	-12%	-8	0.3%	-10	-24	3%	-1%
O=C(Nc1cccc(Br)c1)c1ccc2nc(N3C(=O)CCC3=O)sc2c1
→ 0	2	0%	0	3.7%	-1	10	1%	8%
CCOc1nc(-c2ccc(C)cc2)ccc1-c1noc(-c2cccnc2)n1
→ 7	0	.	.	6.2%	0	-7	.	.
CCCCN(C)CCCNC(=O)c1cccc(N2CCCC2=O)c1
→ 8	2	-6%	-3	-0.1%	13	-6	3%	0%
Oc1ccccc1-c1nc(NCc2ccccc2)c2ccccc2n1
→ 8	2	-7%	-3	?	5	-2	0%	22µM*

# Individual results from the list.
# Cc1c2c(nc3ccccc13)CCC(C(C)(C)C)C2 (stereo not given) | D2 potentiator = 8
# Oc1ccccc1-c1nc(NCc2ccccc2)c2ccccc2n1 | D1 agonist = 2
# COC(=O)c1ccc(CSc2nc3c(c(=O)[nH]2)CCC3)cc1 | D1 agonist = -1

# Next results
# Order of values – D2 potentiator	D1 agonist	Vif-APOBEC3G blk	LDHA block	RXFP1 agonist	D1 PAM	D1 antagonist	Glioma ERSR ind	Vif-A3F inh
O=S(=O)(NCC1(N2CCOCC2)CCCCC1)c1ccc(Cl)cc1C(F)(F)F
→ 8	2	-1%	-1	0.6%	-4	1	-5%	-6%
COc1ccc(-c2nc3ccccn3c2/N=C/c2ccc(OC)c(OC)c2)cc1O
→ 11	3	1%	6	6.9%	-4	-1	1%	1%
Cc1cccc(C)c1NC(=O)CN1CCN(C(=O)CNC(=O)c2ccc(N3CCCC3=O)cc2)CC1
→ -5	2	0%	-10	-2.0%	4	13	4%	0%
COCCNC(=O)c1c(C)oc2nc(C)nc(N3CCOCC3)c12
→ 5	2	4%	-8	0.6%	-1	-6	-1%	1%
COc1ccc2nc(SCC(=O)NCc3ccc(S(N)(=O)=O)cc3)[nH]c2c1
→ .	1	-2%	-1	0.7%	-3	-2	-2%	-10%
O=C(Nc1ccccc1N1CCOCC1)c1cccc(F)c1
→ -1	2	-1%	-2	0.3%	-8	13	-1%	13%
CC(C)c1ccc(S(=O)(=O)c2cnc(SCC(=O)Nc3cccc(C(F)(F)F)c3)nc2N)cc1
→ -5	4	-5%	-4	2.2%	-2	-3	-4%	-11%
Cc1ccc2nc(-c3ccc(O)cc3)c(Nc3ccc4c(c3)OCO4)n2c1
→ 1	-1	-18%	9	9.8%	3	0	0%	5%
O=C1C(=O)c2c(ccc3ccccc23)-c2ccccc21
→ .	.	-11%	37	.	.	.	-2%	9%
CC1=C(C(=O)Nc2ccccc2C)C(c2cccnc2)n2nc(SCc3ccccc3F)nc2N1 (stereo not given)
→ 4	4	-1%	-9	-3.1%	1	-2	-2%	-2%
Cc1ccc(S(N)(=O)=O)cc1
→ 3	1	0%	-7	-0.2%	-2	.	-2%	4%
O=C1CCC[C@@H]2Cc3nc4ccc(Cl)cc4cc3[C@@H]3CCN1[C@H]23
→ .	.	-5%&-2%	1	.	.	.	2%&-1%	-7%
COc1ccc(C)cc1S(=O)(=O)N1CCN(Cc2ccccc2)CC1
→ -4	0	-2%	2	2.5%	1	3	-2%	-5%
Cn1cc(CN(CCO)Cc2cccs2)c(-c2ccccc2F)n1
→ -4	1	4%	-12	-0.5%	8	33	-2%	-8%
CC(OC(=O)C1CCCC1)C(=O)Nc1ccc(S(N)(=O)=O)cc1 (stereo not given)
→ 9	3	0%	-2	2.1%	-3	10	-4%	8%
CS(=O)(=O)c1ccccc1COC(=O)Nc1ccc(Cl)cc1
→ .	3	2%	-2	1.4%	-3	-3	2%	1%
CC(=O)C[C@H](O)CC(=O)[C@H]1OC(=O)[C@@H](C)CCCCc2ccccc21
→ .	.	-7%	0	.	.	.	-2%	3%
O=C1c2ccccc2NC(c2ccc(-c3cccc(F)c3)o2)N1O (stereo not given)
→ 8	-2	-7%	1	-0.6%	3	.	-1%	-7%
COc1ccc(CNC(=O)CN2C(=O)CCn3nc(-c4cn(C)c5ccccc45)cc32)cc1
→ -2	0	0%	-2	3.2%	0	7	2%	-1%
CC(C)(C)NC(=O)CSc1nnc(SCC(=O)NC(C)(C)C)s1
→ 2	4	2%	-6	-2.9%	8	-17	-2%	-24%
Cc1cc(C)nc(SCC(=O)c2ccc(Cl)cc2)n1
→ 2	2	-1%	-5	0.8%	3	-1	-3%	-4%
Cc1cn2c(=O)cc(COc3ccc(NC(=O)COc4ccccc4)cc3)nc2s1
→ .	-2	3%	-6&8	0.5%	-4	-3	-1%	1%
O=C(Nc1ccccc1)c1ccccc1NC(=O)c1ccccc1C(=O)O
→ .	.	1%	-3	.	.	.	4%	-25%
O=C(/C=C/c1ccc(OCCCF)cc1)N1CCOCC1
→ 10	3	2%	-4	-3.9%	3	-4	1%	13%
COc1ccccc1NC(=O)N1CCCC1C(=O)Nc1ccc2c(c1)OCO2 (stereo not given)
→ -28	1	-1%	-9	-0.5%	-4	0	-7%	6%
Cc1cc(C(=O)COC(=O)C(C)NC(N)=O)c(C)n1Cc1ccco1 (stereo not given)
→ -2	1	1%	-5	2.6%	-5	-8	7%	-11%
CN(C)/C=C(\C#N)C(=O)N/N=C/c1ccc(F)cc1
→ 0	1	-1%	-8	-3.4%	-5	5	3%	-11%
O=C(Cc1ccc2c(c1)OCCO2)Nc1cc(Cl)ccc1N1CCOCC1
→ 9	1	-11%	-3	5.6%	3	13	-4%	15%
COC(=O)c1sccc1-c1ccc(C(=O)Nc2cccnc2)o1
→ -6	2	-18%	0	1.1%	-3	-6	0%	1%
CC(C)CN(CC(C)C)c1nnc(N)s1
→ 0	-3	-1%	-2	0.9%	-4	-12	0%	0%

# Part of the list above, limited to D1 PAM and D1 antagonist.
structure	D1 PAM	D1 antagonist
Cc1nnc2ccc(-c3cccc(NS(=O)(=O)c4ccccc4[N+](=O)[O-])c3)nn12	1	4
CN1CCOC(=O)/C1=N/Nc1cc(Cl)ccc1Cl	5	-1

# Some of the compounds tested; the hit share may differ from the screen's.
